LGR2 antag – Drosophila LGR2 receptor signaling inhibition | actives 0.35% (n = 380,000) | AID 720647 | inhibition, % at 9.99 µM | HEK293 LGR2, CRE-luciferase, bursicon-stimulated, 4 h;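 active = drop in luminescence signal, shown as inhibition above about 50% in the replicate tests, limit read from the data, passing the limit was not always enough; inconclusive = probably only some replicates passing the limit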;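 also: agonist challenge used bursicon conditioned medium at about half maximal strength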
ARNT TACC3 PPI – ARNT/TACC3 interaction disruption; Q9Y6A5; AlphaScreen His-ARNT PAS-B/GST-TACC3 binding, luminescence; TACC3 fragment carries E629A point mutation; inhibition, % at 9.99 µM; actives 0.66% (n = 390,000); AID 623870;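 active = mean inhibition of replicates at least 50% and at least half of replicates each reaching 50%; inconclusive = half or more replicates reach 50% but mean below 50%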;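 also: 0% = complete ARNT plus TACC3 wells and 100% = ARNT alone without TACC3; many hits fall short of the cut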
SIRT5 block – blocks human SIRT5 desuccinylation of peptide; Q9NXA8; Purified SirT5, succinyl-peptide AMC, trypsin-coupled fluorescence; inhibition, % at 15 µM; actives 1.1% (n = 330,000); AID 652115; in the data active = inhibition above about 15%; inconclusive = no clear call, values can overlap the other calls
Target sequence (Q9NXA8 whole entry, looked up): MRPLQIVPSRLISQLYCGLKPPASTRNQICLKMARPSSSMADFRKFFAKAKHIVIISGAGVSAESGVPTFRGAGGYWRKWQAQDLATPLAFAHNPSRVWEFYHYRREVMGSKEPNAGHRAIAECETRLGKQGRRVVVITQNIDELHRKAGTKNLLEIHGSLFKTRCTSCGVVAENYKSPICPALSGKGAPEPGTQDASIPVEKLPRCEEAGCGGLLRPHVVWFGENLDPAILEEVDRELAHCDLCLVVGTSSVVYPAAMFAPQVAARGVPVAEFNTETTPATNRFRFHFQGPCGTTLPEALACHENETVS
EWS-Fli inh – EWS/Fli transcriptional activity inhibition; A673 NR0B1-luciferase reporter, viability-normalised; inhibition, % at 12.6 µM; actives 0.67% (n = 350,000); AID 651661;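 active = mean inhibition of at least 50% after viability correction, with every replicate also passing that limit; inconclusive = mean reaches 50% but only one of two replicates passes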;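 also: firefly luciferase signal divided by Alamar Blue viability fluorescence both relative to DMSO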
PAX8 reporter – inhibitors of PAX8 transcriptional activity in RMG-I cells; actives 1.2% (n = 360,000); inhibition, % at 12.6 µM; RMG-I TPO-luciferase reporter, SteadyGlo, 24 h;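 active = mean replicate inhibition at least 60% with every replicate also reaching 60%; inconclusive = only one of the two criteria is met; inactive = mean below 60% and not all replicates reaching 60%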;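 also: luciferase light reporting Pax8 driven TPO promoter activity; plate controls were median of neutral control wells for no effect and mitoxantrone controls for full effect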
DENV2 CPE – protects cells from dengue virus 2 cytopathic effect; DENV2-infected cells, cytopathic effect rescue, plate reader; CPE inhibition, % at 9.99 µM; actives 1.7% (n = 350,000); AID 651640; in the data active = CPE inhibition above about 20%, passing the limit was not always enough; inconclusive = no clear call, values can overlap the other calls; tested in BHK-21 cells;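 also: 0% = median of neutral control wells and 100% = median of positive control wells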
Casp6 inh – caspase-6 (human) enzyme inhibition; inhibition, % at 12.5 µM; actives 0.53% (n = 350,000); purified caspase-6, Z-VEID-R110 cleavage fluorescence;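 active = mean inhibition across replicates at least about 35%, with every replicate also reaching that limit, limit read from the data; inconclusive = only one of the two criteria met; inactive = neither criterion met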;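 also: 0% = median of neutral control wells and 100% = no fluorescence left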
Target sequence (P55212 24-179 limits assumed): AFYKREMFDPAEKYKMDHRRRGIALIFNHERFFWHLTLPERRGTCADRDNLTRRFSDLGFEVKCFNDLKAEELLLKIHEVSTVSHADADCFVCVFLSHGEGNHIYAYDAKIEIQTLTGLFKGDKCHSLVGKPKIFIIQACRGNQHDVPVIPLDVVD
Target sequence (P55212 194-293 limits assumed): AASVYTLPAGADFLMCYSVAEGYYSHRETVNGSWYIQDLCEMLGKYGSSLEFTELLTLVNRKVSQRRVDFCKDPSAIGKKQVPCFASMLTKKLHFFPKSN
The depositor's hits bear a star; ? = inconclusive; . = no result given; & = joins results of further samples. Hits appear at their usual frequency, and some 4.9% of all compounds hit somewhere here.

SMILES	LGR2 antag	ARNT TACC3 PPI	SIRT5 block	EWS-Fli inh	PAX8 reporter	DENV2 CPE	Casp6 inh
Cc1noc(C)c1NC(=O)N(C)C[C@@H]1Oc2ccc(NC(=O)CCN3CCOCC3)cc2C(=O)N([C@H](C)CO)C[C@@H]1C	-3	-2	2	0	.	5	0
CN1C[C@@H]2[C@H](c3ccccc31)[C@H](CO)N2Cc1ccccc1F	7	-18	4	12	3	16	-3
O=C(Nc1ccccc1)/C(=C/c1ccc([N+](=O)[O-])cc1)NC(=O)c1ccco1	11	-26	1	-2	-9	-4	3
O=C1C=C(Nc2cccc(O)c2)CC(c2ccco2)C1 (centres undefined)	5	-5	-6	.	-3	.	0
COc1cccc(-c2ccc3c(c2)[C@@H]2[C@@H](CCN2S(=O)(=O)c2ccccc2C)[C@H](CO)N3C)c1	2	-9	7	5	82*	28*	-1
C=CCOc1ccc(/C=C/C(=O)Nc2ccc(C(=O)NC)cc2)cc1	0	16	-4	-15	-3	-2	-1
CCOC(=O)C1CCN(c2c(NCc3ccc(C(=O)Nc4ccc(C)cc4)cc3)c(=O)c2=O)CC1	16	0	-3	-4	-9	-3	5
Cn1cc(CN2CCCCC2c2ccccn2)c(-c2ccc3c(c2)OCCO3)n1 (centres undefined)	-1	9	-3	0	-2	11	2
Cc1cc(/C=N/NC(=O)c2cc3ccccc3o2)c(C)n1C	1	15	1	.	9	-1	1
COc1ccc(CN2C[C@H](O)COC[C@H]3O[C@@H](CC(=O)N4CCc5ccccc5C4)CC[C@@H]32)cc1	0	12	-2	2	29	-12	1
Cc1cccc(-n2c(SCC(=O)N3CCN(c4ccccn4)CC3)nnc2N2CCOCC2)c1	-4	2	-2	1	-3	20	1
COCCOC(=O)N1C(=O)[C@@]2(c3cc(C#CCCO)ccc31)[C@H](C(=O)NC[C@H](O)c1ccccc1)[C@H]1C(=O)O[C@H](c3ccccc3)[C@H](c3ccccc3)N1[C@@H]2c1ccc(O)cc1	.	-8	3	-5	.	5	3
Cc1cc(CN(C)C(=O)CC2C(=O)NCCN2CC(c2ccccc2)c2ccccc2)on1 (centres undefined)	7	-2	-4	8	-3	1	3
O=C(Nc1ccccc1Cl)c1cc[n+]([O-])cc1	6	-3	1	-1	-7	0	0
CC(C)CC#Cc1cnc2c(c1)C(=O)N([C@H](C)CO)C[C@H](C)[C@@H](CN(C)C(=O)Nc1cc(F)ccc1F)O2	-15	10	1	-2	-16	-5	1
CCc1ccc(N=C2NC(=O)/C(=C/c3cc(OC)c(OC)c(OC)c3)S2)cc1	16	1	-1	12	16	-6	-1
O=[N+]([O-])c1cccc(S(=O)(=O)N2CN(c3ccc(Br)cc3)c3nc4ccccc4nc32)c1	-5	-6	-2	2	.	-7	-2
CCOC(=O)Cn1c(=NC(=O)c2sc3ccccc3c2Cl)sc2cc(S(N)(=O)=O)ccc21	32	-3	.	.	15	.	.
CCN(CC)c1ccc(C=O)c(OC)c1	-7	-6	-1	-9	7	3	-6
CC1CCCCC1NC(=O)COC(=O)c1cc(=O)[nH]c2ccccc12 (centres undefined)	1	-44	2	3	-3	10	1
COc1cc(C2C(C#N)=C(N)N(c3cccnc3)C3=C2C(=O)CCC3)ccc1O (centres undefined)	-2	.	-1	-1	.	1	6
O=C(NCC1CC1)[C@H]1[C@H](CO)[C@H]2Cn3c(ccc(-c4ccccc4)c3=O)[C@H]2N1CC1CC1	12	-32	0	7	15	1	0
COC(=O)CN1C(=O)[C@H]2[C@@H](/C=C/c3ccccc3)N3C(=O)CN(CCO)C(=O)[C@@]3(Cc3ccccc3)[C@H]2C1=O	.	2	.	-1	8	-6	-2
O=C(O)c1ccc(-n2cccc2/C=C2/NC(=O)N(c3ccccc3)C2=O)cc1	11	-3	25*	17	-12	3	70*
C[C@H](CO)N1C[C@H](C)[C@H](CN(C)Cc2ccc3c(c2)OCO3)Oc2ccc(NS(=O)(=O)c3ccccc3)cc2CC1=O	-18	1	1	19	-4	3	3
COc1ccc(OC)c(/C=N/NC(=O)c2ccc(Cn3cc([N+](=O)[O-])cn3)o2)c1	1	1	-2	-1	-7	-1	0
CCN(CC(=O)Nc1ccc2c(c1)OCCO2)C(=O)COc1ccc(C)cc1	-1	3	-1	-19	0	1	0
Cc1ccc(NC(=O)CSc2n[nH]c(C)c2[N+](=O)[O-])cc1C	-18	-2	-5	8	-2	1	-5
Cc1cc(OCC(=O)Nc2nnc(C3CC3)s2)ccc1[N+](=O)[O-]	6	-4	-3	4	3	16	0
CCN=C1NC(c2ccc(F)cc2)C(C(=O)OC)=C(C)N1Cc1ccccc1C(F)(F)F (centres undefined)	-14	.	11	-152	4	14	-3
COc1ccc(C2Nc3ccc(Br)cc3C(c3ccccc3)N2CC(=O)O)cc1 (centres undefined)	-14	-1	-2	0	17	.	-1
COc1cc(C(=O)c2ccccc2Cl)c([N+](=O)[O-])cc1OC	8	2	2	-8	-6	1	1
COc1ccc(C)cc1S(=O)(=O)Nc1cccc(-c2ccc(N3CCCCCC3)nn2)c1	-20	6	-4	-30	-26	0	-3
COC(=O)c1cc2c(n(-c3ccccc3)c1=O)CCCC2=O	14	-11	-3	-5	-10	5	0
O=C(CC1CC1)Nc1ccc2c(c1)[C@@H]1C[C@@H](CC(=O)N3CCCCC3)O[C@H](CO)[C@@H]1O2	15	10	2	10	-25	15	-7
COc1ccccc1-n1c(-c2cn(C)nc2C)n[nH]c1=S	6	-15	.	.	-12	.	.
O=C(N/N=C/c1ccc[nH]1)c1c[nH]c2ccccc12	0	.	-2	34	.	1	0
C[C@H]1CN([C@@H](C)CO)C(=O)c2cc(NS(=O)(=O)c3ccc(Cl)cc3)ccc2O[C@H]1CN(C)Cc1ccccc1	-24	-4	10	3	21	-2	-1
COc1cccc(OC)c1C(=O)O/N=C(\N)c1ccncc1	0	-7	1	-7	-2	-5	-2
C[C@@H]1CN([C@@H](C)CO)S(=O)(=O)c2ccc(C#Cc3ccccn3)cc2O[C@@H]1CN(C)Cc1cccc(F)c1	10	-1	20*	11	.	-8	0
CCn1c(=S)sc2c(=O)n(CC(=O)Nc3ccccc3)c(C)nc21	12	-3	-7	.	3	17	-1
Cc1cc(C(=O)NN=C2CCCCCCC2)c2ccccc2n1	7	-1	3	-2	0	-1	4
COc1ccc(CNC(=S)Nc2cccc(F)c2)cc1	-20	2	-4	-11	-12	0	-1
COc1ccc(N2CCN(C(CNC(=O)C(=O)NCCCn3ccnc3)c3ccco3)CC2)cc1 (centres undefined)	-4	2	-3	2	-9	-8	-7
O=C(C[C@H]1CC[C@@H](NC(=O)CN2CCOCC2)[C@@H](CO)O1)NC1CCCCC1	2	-16	2	0	-5	8	1
O=C(Nc1ccc(Nc2ccccc2)cc1)c1ccccc1F	-49	9	4	-134	-81	-19	0
Cc1ccc(S(=O)(=O)N2CCOCC2)cc1C(=O)OCC(=O)NCCc1ccccc1	5	.	1	9	-1	17	1
C/C=C/c1cnc2c(c1)C(=O)N([C@H](C)CO)C[C@H](C)[C@H](CN(C)C(=O)Nc1ccc(OC)cc1)O2	2	-1	-3	-7	.	-1	0
COc1ccc2c(CN(C)Cc3ccccc3)cc(=O)oc2c1	-145	.	-1	-105	-282	-14	1
Cc1onc(-c2ccccc2)c1C(=O)NNC(=O)c1ccccc1	-4	-2	2	4	-4	5	3
The results go on:
SMILES	LGR2 antag	ARNT TACC3 PPI	SIRT5 block	EWS-Fli inh	PAX8 reporter	DENV2 CPE	Casp6 inh
C[C@H]1CN([C@@H](C)CO)C(=O)Cc2cc(NC(=O)CCC(F)(F)F)ccc2O[C@H]1CN(C)C(=O)NC1CCCCC1	8	-6	0	-4	-20	-5	0
COc1ccc(CCNC(=O)COC(=O)c2ccc(C)s2)cc1OC	-8	-4	-4	-2	6	-2	-1
CC=Cc1ccc2n(c1=O)C[C@H]1[C@H](CO)[C@@H](C(=O)NCc3cccc(OC)c3)N[C@@H]21 (mixture of isomers)	-19	3	-5	-7	.	3	-1
O=C(OCc1cn([C@@H]2C[C@H](c3ccccc3)N(C(=O)c3cccs3)C[C@H]2O)nn1)c1ccccc1	-7	.	-4	-8	-2	5	2
CC(C)N(C(=O)CSc1nnc(C2CC2)n1C1CC1)c1ccccc1	-2	-8	2	-3	8	-2	-4
Nc1c(C(=O)NCC2CCCO2)c2nc3ccccc3nc2n1/N=C/c1ccncc1 (centres undefined)	7	-6	1	-3	10	-4	1
O=S(=O)(N[C@@H]1CC[C@@H](CCNS(=O)(=O)c2ccccc2Cl)O[C@H]1CO)c1ccccc1	-35	2	1	-1	-9	1	1
COc1ccccc1S(=O)(=O)N(C)C[C@@H]1OCc2cn(nn2)CCCC(=O)N([C@H](C)CO)C[C@H]1C	5	-5	-2&4	-1&-6	6&-10	11&-13	0&-3
Cc1ccc(-n2nnc3c(=O)n(CC(=O)N4CCC(C)CC4)cnc32)cc1	.	-3	0	-2	.	1	-4
CCCCn1cnc2c(oc3nc4c(cc32)CCCC4)c1=O	46	-13	1	-18	-56	-5	5

Ordered by molar mass (descending): part of the list above
SMILES	LGR2 antag	ARNT TACC3 PPI	SIRT5 block	EWS-Fli inh	PAX8 reporter	DENV2 CPE	Casp6 inh
CC=Cc1ccc2n(c1=O)C[C@H]1[C@H](CO)[C@@H](C(=O)NCc3cccc(OC)c3)N[C@@H]21 (mixture of isomers)	-19	3	-5	-7	.	3	-1
Cc1ccc(-n2nnc3c(=O)n(CC(=O)N4CCC(C)CC4)cnc32)cc1	.	-3	0	-2	.	1	-4
CC(C)N(C(=O)CSc1nnc(C2CC2)n1C1CC1)c1ccccc1	-2	-8	2	-3	8	-2	-4
CCCCn1cnc2c(oc3nc4c(cc32)CCCC4)c1=O	46	-13	1	-18	-56	-5	5

(more compounds)
SMILES	LGR2 antag	ARNT TACC3 PPI	SIRT5 block	EWS-Fli inh	PAX8 reporter	DENV2 CPE	Casp6 inh
Cc1ccc(-c2noc(C3CCCN(S(=O)(=O)c4ccc(S(=O)(=O)N(C)C)cc4)C3)n2)o1 (centres undefined)	-9	3	-1	7	.	-2	2
O=C(NCCOc1ccccc1)C1CCCCC1	-37	-4	-5	-71	-73	1	3
COc1cc(C)c(NC(=O)COc2ccc3c(c2)OCO3)cc1C	-23	-6	-2	-35	-63	-1	-5
CCC(=O)c1ccc(OCC(O)CNCCc2ccc(Cl)cc2)cc1 (centres undefined)	5	-6	1	6	-4	-6	-4
Cc1ccc(NS(=O)(=O)c2ccc(NC(=O)C3CC3)cc2)cc1C	3	-3	-3	10	17	1	-1
COc1ccc(NC(=O)COC(=O)Cc2ccc(Br)cc2)cc1	10	-7	-2	0	8	-3	4
O=C(Oc1ccc(Br)cc1C(=S)N1CCOCC1)c1cccc([N+](=O)[O-])c1	-8	-17	3	-1	10	-5	-7
COC(=O)C1CCN(C(=O)C2CCN(C(=O)[C@H](C)NS(=O)(=O)c3ccc(C)cc3)CC2)CC1	19	-23	.	-2	.	-16	-1
O=C(Nc1ccc(NC(=O)c2cccnc2)cc1)c1ccccc1	-8	0	-1	-4	7	13	-2
C[C@H](CO)N1C[C@H](C)[C@@H](CN(C)C(=O)Nc2cccc3ccccc23)Oc2c(cccc2N(C)C)C1=O	-17	17	-1	14	30	21*	-5
C[C@H](CO)N1C[C@H](C)[C@@H](CN(C)C(=O)Nc2ccc3c(c2)OCO3)Oc2ccc(NC(=O)C3CC3)cc2CC1=O	0	-2	-2	8	-16	54*	3
CO[C@H]1CN(C)C(=O)c2cc(NC(=O)CC(F)(F)F)ccc2OC[C@H](C)N(CC2CC2)C[C@@H]1C	-10	.	4	-11	7	-2	-4
N#Cc1cnn2c(C(F)(F)F)c3c(nc12)CCCC3	-5	8	1	-5	7	.	-2
CCCC#Cc1ccc([C@@H]2[C@H]3CN(C(=O)c4cccnc4)CC(=O)N3[C@H]2CO)cc1	12	.	-1	7	.	5	0
COCC(=O)NC[C@@H]1N[C@@H](CO)[C@H]1c1ccc(C2=CCCC2)cc1	-16	1	.	1	-6	?	.
COc1cccc(CNC(=O)CCNC(=O)C2CCN(S(=O)(=O)c3ccc(F)cc3)CC2)c1	-1	-4	-5	.	-2	9	-2
CCNC(=O)C[C@@H]1CC[C@@H]2[C@@H](COc3ccc(NC(=O)c4cccc(C(F)(F)F)c4)cc3C(=O)N2C)O1	-20	0	.	0	-15	15	.

High-throughput results deposited in PubChem by Broad Institute.
